proKLK7 act: proKLK7 (human) activation, primary screen. P49862. purified proKLK7, EDANS-DABCYL substrate fluorescence; 100% is mature enzyme control, 0% vehicle. activation, % at 7 µM. 370,000 compounds, 0.9% hits;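 active means activation above the mean of all tested compounds plus 3 SD, computed per campaign excluding outliers beyond control limits, cut at about 13% in these data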
ADAM10 inh: ADAM10 inhibition, QFRET primary screen | O14672 | recombinant ADAM10, EDANS/DABCYL FRET peptide cleavage, 3 h | inhibition, % at 7 µM | 370,000 compounds, 0.62% hits | AID 720582;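 active means inhibition above a per-campaign cutoff equal to the mean of compounds falling between control-based bounds plus 3 SD, cut at about 20% in these data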;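 further: 0% = DMSO wells while the 100% control is not disclosed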
Target sequence (O14672 214-748 limits assumed): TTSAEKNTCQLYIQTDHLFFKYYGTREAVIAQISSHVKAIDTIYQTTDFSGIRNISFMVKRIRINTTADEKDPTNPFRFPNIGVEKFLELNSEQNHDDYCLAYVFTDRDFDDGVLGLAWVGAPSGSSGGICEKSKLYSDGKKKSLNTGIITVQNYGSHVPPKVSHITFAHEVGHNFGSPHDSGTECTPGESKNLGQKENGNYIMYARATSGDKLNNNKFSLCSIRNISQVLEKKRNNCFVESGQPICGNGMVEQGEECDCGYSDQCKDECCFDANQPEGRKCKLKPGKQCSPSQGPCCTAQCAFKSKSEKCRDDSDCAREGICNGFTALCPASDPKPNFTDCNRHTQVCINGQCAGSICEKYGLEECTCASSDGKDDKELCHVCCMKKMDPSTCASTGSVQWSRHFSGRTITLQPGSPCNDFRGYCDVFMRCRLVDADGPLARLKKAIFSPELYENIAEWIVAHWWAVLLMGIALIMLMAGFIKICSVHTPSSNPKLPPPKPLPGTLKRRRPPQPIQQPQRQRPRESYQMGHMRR
LEDGF integ inh: blocks HIV-1 LEDGF/p75-dependent DNA integration; TR-FRET IN-LEDGF/p75 DNA integration, Eu/Cy5; inhibition, % at 3.7 µM; 370,000 compounds, 0.64% hits; AID 743269;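 active means inhibition above the screen-wide mean plus 3 SD, cut at about 13% in these data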;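 further: signal is the Cy5 over europium emission ratio at 671 and 618 nm; 0% = plate median of compound wells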
TDP2 inh: blocks human TDP2 phosphodiesterase activity; O95551; recombinant TDP2, T5PNP hydrolysis, p-nitrophenol absorbance 415 nm; inhibition, % at 12.8 µM; 370,000 compounds, 0.34% hits;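 active means inhibition above the mean of all tested compounds plus 3 SD, set per campaign, cut at about 25% in these data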;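 further: 0% = DMSO with enzyme and 100% = buffer with substrate but no TDP2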
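Test system: human TDP2 enzyme; Input: 120 nM TDP2 per well; Buffer or medium: Mg2+-containing Tris-HCl buffer, pH 7.5; Reagent: 5 mM T5PNP; Dosing: 12.8 µM single point, 1% DMSO; Incubation: reaction 2 h, 37 °C; Detection: p-Nitrophenol epi absorbance; Read-out: % inhibition relative to enzyme-containing and enzyme-free wells; Replicates: single well per compound.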
PLC-gamma1 inh: PLC-gamma1 (human) inhibition, primary screen. inhibition, % at 12.2 µM. purified PLC-gamma1, fluorogenic substrate, fluorescence. P19174. 370,000 compounds, 0.84% hits; in the data active means inhibition above about 9.5%
ARFGAP1 inh: inhibitors of rat ARFGAP1; Q62848; inhibition, % at 16.5 µM; 360,000 compounds, 0.26% hits; Arfgap1-stimulated ARF1 GTP hydrolysis, GDP FP detection;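 active means inhibition above a per-plate limit, mean inhibition of low control wells plus 3 SD, cut at about 25% in these data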;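 further: 0% = DMSO wells with enzyme and 100% = wells lacking Arfgap1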
Target sequence (Q62848 1-136 limits assumed): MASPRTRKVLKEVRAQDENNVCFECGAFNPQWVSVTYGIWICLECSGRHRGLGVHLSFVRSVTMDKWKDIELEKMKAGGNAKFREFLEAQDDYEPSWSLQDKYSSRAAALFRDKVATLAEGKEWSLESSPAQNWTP
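Material – truncated rat Arfgap1 GAP domain · Buffer or medium – HEPES-based buffer, pH 7.5 · Reagent – human ARF1(Δ1-17)-GTP substrate · Dosing – 16.5 µM single point, 1.26% DMSO · Schedule – GTP hydrolysis reaction 2 h at 25 °C · Technique – GDP detection by fluorescence polarization · Benchmarks – No-Arfgap1 wells (100%) versus DMSO full-reaction wells (0%) · Repeats – single replicate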
Tn6 DDE FP: disrupts Tn6 cyclic peptide binding to fibrin D-Dimer-E complex. P02675. Fibrin DD(E) TRITC-Tn6 fluorescence polarization displacement. inhibition, % at 8.3 µM. 370,000 compounds, 0.21% hits. AID 720509;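 active means inhibition above a per-campaign cutoff: mean of compounds within control limits plus 3 SD, cut at about 15% in these data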;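 further: 0% = median of all compound wells on the plate and 100% = blocking peptide control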
ADAM17 inh: inhibitors of human ADAM17; P78536; recombinant ADAM17, EDANS/DABCYL FRET peptide cleavage; inhibition, % at 6.95 µM; 370,000 compounds, 0.83% hits;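 active means inhibition above the mean of compounds lying between control limits plus 3 SD, set per campaign, cut at about 8.5% in these data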;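 further: 0% = DMSO-only wells as the low control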
DDE Tn7 FP inh: inhibitors of Tn7 peptide binding to human fibrin DD(E) | P02675 | FP displacement of FITC-Tn7 peptide from fibrin DD(E); 0% = median of compound wells per plate | inhibition, % at 8.3 µM | 370,000 compounds, 0.13% hits | AID 720508;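 active means inhibition above the mean of compounds falling within the control limits plus 3 SD of them, cut at about 14% in these data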;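 further: 0% = plate median of compound wells and 100% = 10 µM Aha-Tn7 peptide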
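Assay system: Human clot-derived fibrin DD(E) complex | Buffer or medium: Tris/NaCl/CaCl2 buffer, pH 7.8 | Repeats: One replicate per compound | Benchmarks: Aha-Tn7 high control | Measure: % inhibition scaled between sample-field median and high-control FP | Schedule: 10 min plus 3 h, room temperature | Signal: Fluorescence polarization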
ASAP1 inh: inhibitors of human ASAP1 ArfGAP activity; ASAP1-stimulated ARF1 GTP hydrolysis, GDP FP detection; AID 624377; Q9ULH1; inhibition, % at 16.5 µM; 360,000 compounds, 0.19% hits; in the data active means inhibition above about 25%;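 further: 0% = vehicle with enzyme and substrate and 100% = no enzyme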
Target sequence (Q9ULH1 325-724 limits assumed): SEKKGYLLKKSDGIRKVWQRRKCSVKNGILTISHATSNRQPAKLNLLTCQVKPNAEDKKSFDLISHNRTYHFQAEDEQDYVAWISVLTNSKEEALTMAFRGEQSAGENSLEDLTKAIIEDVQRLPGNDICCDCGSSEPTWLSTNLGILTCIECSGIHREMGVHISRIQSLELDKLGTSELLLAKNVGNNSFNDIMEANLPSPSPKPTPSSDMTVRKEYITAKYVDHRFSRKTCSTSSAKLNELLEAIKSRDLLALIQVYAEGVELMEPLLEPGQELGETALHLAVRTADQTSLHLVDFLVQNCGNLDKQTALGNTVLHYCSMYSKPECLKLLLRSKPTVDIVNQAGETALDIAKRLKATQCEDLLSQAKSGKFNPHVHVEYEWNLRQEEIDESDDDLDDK
Starred values were filed as active, the others as inactive; nt = not tested or not shown.

SMILES	proKLK7 act	ADAM10 inh	LEDGF integ inh	TDP2 inh	PLC-gamma1 inh	ARFGAP1 inh	Tn6 DDE FP	ADAM17 inh	DDE Tn7 FP inh	ASAP1 inh
COCCN(Cc1nc(-c2ccc(C(F)(F)F)cc2)no1)C(C)C	0.9	-5	-2	0	-1	-6	-6	-2	5	6
CNC(=O)c1sccc1SCc1ccc(Cl)cc1Cl	-0.1	7	-1	-2	-5	-8	-8	-1	-3	6
Cc1csc(SCC(=O)NC(=O)c2ccccc2)n1	-0.3	-1	4	-20	6	1	5	7	-1	11
CCOC(=O)C1(Cc2ccccc2)CCN(Cc2cc(OC)c3c(c2)OCO3)CC1	-0.1	15	0	7	5	-1	2	-2	3	-8
Cc1cc(C)nc(SCC(=O)Nc2nccs2)n1	0.5	9	2	0	1	11	2	-1	2	-16
Nn1c(SCc2cn3cc(Cl)ccc3n2)nnc1-c1ccncc1	-0.5	2	9	-10	11*	-8	-1	4	-2	-12
CCCCc1ccc(S(=O)(=O)Nc2cc(C)on2)cc1	-0.1	-3	-1	-4	2	0	2	-4	9	-12
O=C(Nc1nccs1)c1cn(-c2ccccc2)nc1-c1ccccc1	0.5	7	5	1	6	2	-3	2	4	17
CC(=O)Nc1ccc(S(=O)(=O)N2CCN(S(=O)(=O)c3ccc(NC(C)=O)cc3)CC2)cc1	-0.9	1	5	-12	6	5	0	-1	-11	4
Cc1ccc(C(=O)Nc2ccc(N3CCN(C(=O)c4cccs4)CC3)cc2)c(Cl)c1	-0.6	6	-1	1	0	1	-1	2	-12	4
CCOC(=O)N1CCN(CC(=O)Nc2ccc(C)c(Br)c2)CC1	0.0	6	0	10	2	-1	5	-1	6	5
O=C(/C=C/c1ccc(OCCCF)cc1)N1CCOCC1	0.1	-8	-4	11	1	-3	-1	1	1	3
Cc1ccc(-c2cc(-c3nnc(SCC(=O)N(C)CCC#N)n3N)c3ccccc3n2)cc1	0.7	-226	-4	-6	-28	-1	0	-67	10	7
Cc1ccc(S(=O)(=O)N2C(=O)CCC2C(=O)Nn2cnnc2)cc1 (centres undefined)	0.1	5	-2	1	-3	1	5	-3	11	2
COC(=O)[C@]12C[C@H](CC(=O)N3CCN(C(=O)C4CC4)CC3)C(=O)N(Cc3ccco3)C1=C[C@H](C(C)C)O[C@@H]2C1CC1	0.2	-8	4	0	7	nt	-11	-3	1	nt
CC(C(=O)Nc1ccccc1)C(=O)Nc1ccccc1	-0.4	8	1	0	3	0	-3	-3	0	-3
CC1CCCCN1Cc1ccc(N(C)C)cc1 (centres undefined)	1.1	1	2	-4	1	1	-2	0	-5	-2
CC1CCN(CC(=O)N2c3ccccc3CCc3ccccc32)CC1	-1.2	0	1	3	2	-3	3	2	-9	-2
CN(CC(=O)Nc1ccccc1Cl)C(=O)CCSc1ccc(F)cc1	0.2	4	0	-9	2	6	7	0	-3	9
COc1cc(NC(=O)C2CCCN(S(=O)(=O)c3cccc4cccnc34)C2)cc(OC)c1 (centres undefined)	-0.3	2	0	-1	-1	nt	-2	2	0	nt

Pulled by structure from the entries so far (two):
SMILES	proKLK7 act	ADAM10 inh	LEDGF integ inh	TDP2 inh	PLC-gamma1 inh	ARFGAP1 inh	Tn6 DDE FP	ADAM17 inh	DDE Tn7 FP inh	ASAP1 inh
CN(CC(=O)Nc1ccccc1Cl)C(=O)CCSc1ccc(F)cc1	0.2	4	0	-9	2	6	7	0	-3	9
CCOC(=O)N1CCN(CC(=O)Nc2ccc(C)c(Br)c2)CC1	0.0	6	0	10	2	-1	5	-1	6	5

Next compounds
SMILES	proKLK7 act	ADAM10 inh	LEDGF integ inh	TDP2 inh	PLC-gamma1 inh	ARFGAP1 inh	Tn6 DDE FP	ADAM17 inh	DDE Tn7 FP inh	ASAP1 inh
Cc1cnc(NC(=O)c2cccc(S(=O)(=O)N3CCOCC3)c2)s1	0.5	-2	-3	4	-1	-2	7	-3	2	-4
CN(C(=O)CSc1nnc(-c2ccc(Cl)cc2)n1CC1CCCO1)C1CCS(=O)(=O)C1 (centres undefined)	-0.8	0	-5	-2	-3	11	-6	-6	2	-8
Cc1ccc(C(=O)N2CCCC(c3ccccc3)=N2)cc1	-0.3	-2	1	1	2	0	3	0	5	-5
CN(C(=O)CSc1nc2sc3c(c2c(=O)n1C)CCC3)C1CCS(=O)(=O)C1 (centres undefined)	0.6	-2	0	9	6	-7	2	-4	-1	3
CCCCn1c(N)c(N(CC(C)C)C(=O)c2cc(-c3ccc(OC)c(OC)c3)nc3ccccc23)c(=O)[nH]c1=O	3.8	-3	4	-8	-19	-3	-2	-3	3	-7
COc1ccc(NS(=O)(=O)c2cc(NC(=O)c3cnc(C)cn3)ccc2N2CCCCC2)cc1	-1.8	12	1	5	-3	0	-5	8	-10	-12
CCCNC(=O)c1cccc(NC(=O)C(C)C)c1	0.1	2	1	-11	4	-2	-2	1	-3	-9
CS(=O)(=O)N(CC(=O)NCC1CCCO1)c1cccc([N+](=O)[O-])c1 (centres undefined)	-0.2	-2	6	3	4	8	-5	0	-1	10
O=C(NCc1ccc(OC(F)(F)F)cc1)C1CC(c2c(Cl)cccc2Cl)=NO1 (centres undefined)	0.1	21*	1	-3	3	5	1	9.5*	5	4
O=C(CCN1CCN(c2ccccc2)CC1)Nc1ccccc1	-0.1	8	0	4	1	-3	-5	-1	-2	-1
O=[N+]([O-])c1ccc(Oc2ncccn2)cc1	0.3	-4	0	16	-2	-1	3	-4	6	15
CCOC(=O)N1CCN(C(=O)CSc2nnc(-c3cccs3)o2)CC1	0.3	-12	-1	-4	1	-5	2	-1	2	1
Cc1ccc(S(=O)(=O)NCC(c2ccc3c(c2)OCO3)N2CCN(c3ccccc3)CC2)cc1 (centres undefined)	-0.1	-8	-2	-9	0	2	7	-6	4	1
Cn1cnnc1SCC(=O)NC(=O)NCc1ccccc1	0.1	-3	0	0	1	-1	-1	0	-6	-2
CCN(CC(=O)Nc1ccccc1Br)Cc1nc2ccccc2c(=O)[nH]1	0.6	-2	-2	-4	7	9	-5	0	5	8
CCOC(=O)C(=O)C1=CN(Cc2ccccc2)C=C(C#N)C1	10	-12	-1	27*	-3	5	-9	-3	-1	-4
Cc1ccc(C(C(=O)NC2CCCC2)N(CCCO)C(=O)Cn2nnc(-c3ccc(C)o3)n2)cc1 (centres undefined)	0.0	4	2	-19	6	-12	5	1	-6	-1
O=C(COc1ccc(-c2ccccc2)cc1)N1CCN(C(=O)c2cccnc2)CC1	-0.1	11	4	-11	5	-15	2	0	-3	-7
Cc1ccc(C)c(N2C(=O)c3ccc(C(=O)OCC(=O)c4c(N)n(C)c(=O)n(C)c4=O)cc3C2=O)c1	0.8	0	-1	1	-1	4	3	1	-2	5
CC(C)(C)NC(=O)NC(=O)C[n+]1ccc(Cc2ccc([N+](=O)[O-])cc2)cc1	-0.7	-8	-3	-18	-23	-4	5	-3	7	12
CC(C)(C)N1C(=O)c2ccc(C(=O)O)cc2C1=O	-0.3	-1	-2	-5	1	-8	3	-1	3	1
Cc1ccc(NC(=O)Cn2c(=O)oc3ccccc32)cc1Cl	0.1	-4	1	19	4	2	-2	-3	-3	-1
CCOc1ccc(N2C(=O)CNC2=S)cc1	0.2	0	5	13	-1	1	-8	1	-3	-3
CCOC(=O)c1cccnc1SCC(=O)N(C)c1ccccc1	0.5	-4	-6	-5	-4	-8	1	-2	4	1
Cc1ccc(NC(=O)c2cc(-c3ccc(C)o3)nc3ccccc23)nc1	-0.4	0	2	0	-4	5	-6	-2	-4	8
COc1cccc(C(=O)Oc2cc(-c3ccccc3)no2)c1	-0.1	4	4	16	-1	-5	-3	-1	0	0
COC(C[C@H]1O[C@H]1[C@H](O)[C@H](C)OCc1ccccc1)OC	-0.2	-7	2	-1	2	9	-6	-3	-1	3
COC1OC(COCc2ccccc2)C2OC(C)(C)OC2C1O (centres undefined)	-0.2	-17	-4	-1	-2	-11	-9	-5	-3	6
COc1cccc(C(=O)C2CCCN(C(=O)CCc3scnc3C)C2)c1 (centres undefined)	0.9	-5	-2	19	1	-5	4	-4	0	-7
COc1ccc(S(=O)(=O)N2CCCC2c2cccs2)cc1 (centres undefined)	0.4	3	8	-13	9	3	-10	3	2	1
CC(C)(C)OC(=O)C[C@@H]1C/C=C\C[C@@H](CC(=O)N[C@@H](CO)Cc2ccccc2)C(=O)NCCOC1=O	0.2	-5	2	2	-2	6	-6	-5	-2	-7
O=C1NC[C@@H](CCCCN2C[C@H](Cc3ccc(O)cc3)N(CCc3ccc(O)cc3)C(=O)C2=O)N(Cc2ccccc2)C1=O	0.9	-11	-2	-5	4	11	-6	-2	-2	6
O=C(NCCN1CCN(c2ccccc2)CC1)c1cccc(Br)c1	0.1	1	2	5	2	-2	6	-4	-1	-15
N#CC1=C(N)Oc2c(oc(CO)cc2=O)C1c1cccs1 (centres undefined)	-0.2	-1	1	-2	-1	6	0	5	1	-3
CN1C(=O)S/C(=C/c2ccccc2OCc2ccc(C(=O)O)cc2)C1=O	0.3	-2	-2	3	-3	-12	2	1	4	-16
Oc1ccc(/C=N/Nc2ncc(Cl)cc2Cl)cc1	0.8	-4	5	-11	-8	7	-8	-2	1	4
O=c1cc(C(F)(F)F)[nH]c(=S)n1-c1ccccc1	0.1	-1	-1	-6	-1	-6	4	-5	0	-1
CCCn1cc(SCC(=O)Nc2nnc(C)s2)c2ccccc21	-0.9	5	6	-10	6	-9	-2	-5	1	-11
Cc1ccc(NC(=O)COC(=O)Cn2ccc(=O)[nH]c2=O)cc1C	0.2	-7	-1	-1	-1	7	0	-1	4	19
CCOC(=O)C1Oc2ccccc2C(c2cccc3ccccc23)=C1C(=O)OC (centres undefined)	-0.6	7	2	-2	-2	5	-5	-1	4	-2
CCN(CC)C(=O)C1=C(C)N(Cc2ccc(C(C)(C)C)cc2)C(=O)C(CC(=O)NC2CCCC2)C1 (centres undefined)	0.1	5	-1	-9	11*	-12	8	3	6	-7
O=C(NCC1COc2ccccc2O1)c1cccs1 (centres undefined)	0.0	4	3	-7	1	-3	0	1	-5	0
CCOc1cccc(N(C(=O)CCC(=O)Nc2cc(C)on2)C(C(=O)NC(C)(C)C)c2ccc(OC)cc2)c1 (centres undefined)	-0.4	1	1	-13	-2	4	1	2	-2	-19
CC(OC(=O)c1cc(S(=O)(=O)N(C)C)ccc1N1CCCC1)C(=O)NCc1ccccc1 (centres undefined)	0.0	-4	2	-5	-2	-6	7	2	4	-4

Compound activity deposited in PubChem by The Scripps Research Institute Molecular Screening Center.
